PAX8 reporter = inhibitors of PAX8-driven TPO luciferase reporter, primary screen, RMG-I cells, single concentration; SteadyGlo, 24 h; AID 652154, 2013; inhibition, % at 12.6 µM; 360,000 tested, 1.2% active;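 active means mean replicate inhibition at least 60% with every replicate also reaching 60%; inconclusive means only one of the two criteria is met; inactive means mean below 60% and not all replicates reaching 60%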;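 further: luciferase light reporting Pax8 driven TPO promoter activity; plate controls were median of neutral control wells for no effect and mitoxantrone controls for full effect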
Xi reactivation = activators of inactive X chromosome reactivation, primary screen, imaging, XiGFP fibroblasts, GFP high-content imaging, set 2. AID 743238, 2013. activation, % at 7.58 µM. 360,000 tested, 0.055% active. XiGFP mouse fibroblasts, % GFP-positive cells imaging, 3 d; cells co-treated with 5-aza-dC sensitizer; scaled so ellipticine positive control = 100%;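 active means mean normalized replicate activation at least 10% and every replicate at or above 10%; inconclusive means only one of the two criteria met; inactive means mean below 10% and not all replicates reach 10%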;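 further: 0% = median of on-plate neutral control wells and 100% = ellipticine 6 µM median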
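Schedule: 3 d treatment, 15 min room-temperature fixation; system: 68-5-11 XiGFP fibroblast line; buffer or medium: DMEM plus 5-aza-dC sensitizer; control set: ellipticine 6 µM positive control; compound: one concentration, pinned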
ARNT-TACC3 inh = disruptors of ARNT/TACC3 protein interaction, primary screen, biochemical, AlphaScreen, single concentration; AlphaScreen His-ARNT PAS-B/GST-TACC3 binding, luminescence; TACC3 fragment carries E629A point mutation; inhibition, % at 9.99 µM; 390,000 tested, 0.66% active;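 active means mean inhibition of replicates at least 50% and at least half of replicates each reaching 50%; inconclusive means half or more replicates reach 50% but mean below 50%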;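 further: 0% = complete ARNT plus TACC3 wells and 100% = ARNT alone without TACC3; many hits fall short of the cut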
EWS-Fli inh = EWS/Fli-driven NR0B1 reporter inhibitors, primary screen, A673 cells, NR0B1 luciferase, luminescence, MLPCN library; viability-normalised; inhibition, % at 12.6 µM; 350,000 tested, 0.67% active;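 active means mean inhibition of at least 50% after viability correction, with every replicate also passing that limit; inconclusive means mean reaches 50% but only one of two replicates passes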;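 further: firefly luciferase signal divided by Alamar Blue viability fluorescence both relative to DMSO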
ERp5 inh = inhibitors of ERp5-driven insulin aggregation, primary screen, biochemical, turbidity, absorbance 650 nm, single point | 90 min | AID 651711, 2012 | Protein disulfide-isomerase A6 (Homo sapiens), Q15084 | 350,000 tested, 0.05% active | inhibition, % at 9.99 µM;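 active means mean replicate inhibition above about 25%, with every replicate also reaching it, limit read from the data, passing the limit was not always enough; inconclusive means only one of those two criteria met; inactive means neither criterion met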
Target sequence (Q15084 whole entry, looked up): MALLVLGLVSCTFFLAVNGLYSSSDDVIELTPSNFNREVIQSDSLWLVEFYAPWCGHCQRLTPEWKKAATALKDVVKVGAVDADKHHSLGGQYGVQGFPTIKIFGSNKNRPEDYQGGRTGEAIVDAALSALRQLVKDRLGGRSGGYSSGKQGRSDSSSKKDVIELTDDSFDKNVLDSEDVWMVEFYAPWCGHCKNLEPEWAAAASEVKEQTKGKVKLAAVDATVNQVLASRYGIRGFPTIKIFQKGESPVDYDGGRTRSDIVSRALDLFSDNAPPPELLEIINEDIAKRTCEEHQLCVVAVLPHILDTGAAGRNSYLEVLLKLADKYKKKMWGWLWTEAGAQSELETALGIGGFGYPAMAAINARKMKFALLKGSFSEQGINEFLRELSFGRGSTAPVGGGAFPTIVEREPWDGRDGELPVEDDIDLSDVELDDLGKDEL
GSIS activator = GLuc luminescence reporter in INS-1E cells, primary screen for activators of glucose-dependent secretion of insulin; activation, % at 16.6 µM; 370,000 tested, 0.61% active; INS-1E GLuc reporter insulin secretion, 2-3 h;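 active means lowest replicate activation of at least 40%, so every replicate reaches that level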;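 further: 0% = median of neutral control wells and 100% = median of IBMX positive control wells; some compounds called inactive have numbers as strong as hits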
DENV2 CPE = inhibitors of DENV2 cytopathic effect, primary screen, cell-based, plate reader, single concentration; DENV2-infected cells, cytopathic effect rescue; CPE inhibition, % at 9.99 µM; 350,000 tested, 1.7% active; AID 651640, 2012; in the data active means CPE inhibition above about 20%, passing the limit was not always enough; inconclusive means no clear call, values can overlap the other calls; tested in BHK-21 cells;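 further: 0% = median of neutral control wells and 100% = median of positive control wells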
CFTR F508del cor = F508del CFTR correction, initial screen, CFBE line, single point. CFBE cells, YFP halide quenching; stimulated with forskolin plus potentiator P3; % fluorescence drop versus neutral controls. activity (quench increase), % at 7.58 µM. 350,000 tested, 0.36% active. AID 720511, 2013;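 active means mean added fluorescence quench of at least 8% versus neutral control, with both replicates also reaching 8%; inconclusive means only one of the mean or replicate conditions met; inactive means mean below 8% and not both replicates reaching 8%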;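 further: cells transiently co-express mutant CFTR-F508del with the halide-sensitive YFP; corrector assay measuring rescue of mutant channel to the surface after 24 h compound exposure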
The depositor's hits bear a star; u = inconclusive; x = not tested or not shown; & = joins results of further samples; ! = not active in a repeat.

SMILES	PAX8 reporter	Xi reactivation	ARNT-TACC3 inh	EWS-Fli inh	ERp5 inh	GSIS activator	DENV2 CPE	CFTR F508del cor
C[C@H](CO)N1C[C@H](C)[C@@H](CN(C)S(=O)(=O)c2ccc(Oc3ccccc3)cc2)OCc2cnnn2CCCC1=O	-3&17	-0.1&-0.1	15&-1	-12&2&-2	89*!	7&-12	0&-11&-5	1.0&1.5&-1.7
CN(C)S(=O)(=O)c1cccc(NC(=O)c2ccc(N3CCOCC3)c([N+](=O)[O-])c2)c1	26	0.1	9	-2	6	11	u	-0.2
CC(C)NC(=O)N(C)C[C@@H]1Oc2c(NS(=O)(=O)c3ccccc3)cccc2C(=O)N([C@@H](C)CO)C[C@@H]1C	-4	-1.4&0.0	7&-2	-4&0	-1&5	10&-10	-8&-2	2.0&1.4
C[C@H](CO)N1C[C@H](C)[C@H](CN(C)Cc2cncnc2)Oc2ncc(-c3cccc(C#N)c3)cc2C1=O	x	0.0	-5	-11	52*	19	1	3.1
COc1ccc(CCNC2CC(=O)N(N(C)C)C2=O)cc1OC (stereo not drawn)	13	0.0	3	-10	2	6	-5	x
N=c1c[n+](N2CCOCC2)[n-]o1	-19	0.3	-1	-8	-5	13	6	-6.4
CSCC(=O)NS(=O)(=O)c1ccc(C)cc1	-5	0.3	19	-9	-4	3	8	-3.6
O=C(c1cc2ccccc2o1)N1CC=C(c2ccccc2)CC1	10	0.1	1	2	4	11	-3	x
CCC(C)NS(=O)(=O)c1ccc(NC(=O)c2ccc([N+](=O)[O-])cc2Cl)cc1 (stereo not drawn)	41	0.0	-4	-4	4	-36	14	x
COCC(=O)Nc1ccc2c(c1)C(=O)N(C)[C@H]1CC[C@H](CC(=O)O)O[C@@H]1CO2	-6	0.1	-2	2	x	-3	u	-1.3
CCN(CC(=O)Nc1ccc(NC(C)=O)cc1)C(=O)C1(c2ccc(Cl)cc2)CCC1	79*	0.2	x	1	-8	x	-1	-0.2
Cc1ccc(C(=O)NCCc2nnc3ccc(SCC(=O)Nc4c(C)cc(C)cc4C)nn23)cc1	17	0.3	-2	x	x	13	x	x
C[C@@H]1CCCCO[C@H](CN(C)Cc2ccc(C(=O)O)cc2)[C@@H](C)CN([C@@H](C)CO)C(=O)c2cc(NC(=O)Nc3ccc4c(c3)OCO4)ccc2O1	-4	-0.6	-1	-14	0	7	9	-2.6
CCOC(=O)C1CC(CN2C(=O)c3ccccc3C2=O)OC1=O (stereo not drawn)	-16	-0.1	-19	-7	-6	x	0	-0.7
C/C=C/c1ccc2c(c1)O[C@H](CN(C)C(=O)CC)[C@@H](C)CN([C@H](C)CO)S2(=O)=O	x	0.0	1	9	-1	35	-10	2.8
Cc1ccc(S(=O)(=O)Nc2ccccc2C(=O)NCC2CCCO2)cc1 (stereo not drawn)	-12	1.8	x	x	4	7	u	-4.3
CN(C(=O)CSc1ncnc2sccc12)c1c(N)n(Cc2ccccc2)c(=O)[nH]c1=O	1	-0.1	-3	28	1	14	0	0.8
c1ccc2[nH]c(SCc3cn4ccccc4n3)nc2c1	-71	0.1	-2	-98	6	2	x	0.2
COc1ccc(OC)c(NC(=O)N2CCc3ccccc3C2)c1	-3	0.0	5	-20	-6	-1	-8	-0.8
CO[C@@H]1CN(C)C(=O)c2cc(NC(=O)C3CCC3)ccc2OC[C@@H](C)N(Cc2ccc(F)cc2)C[C@@H]1C	-1	-0.1	2	6	1	-18	-8	-0.5
c1cc(-c2cc3cc4c(cc3cn2)OCO4)cs1	-61	0.1	0	-116	-5	1	0	-0.1
CC1CCCN(c2ccc(C(=O)Nc3cccnc3)cc2[N+](=O)[O-])C1 (stereo not drawn)	-37	0.0	11	-20	-3	4	3	0.3
NC1=NC(=O)/C(=C\c2cc([N+](=O)[O-])ccc2Cl)S1	16	0.0	x	4	6	5	1	-2.9
CCOc1ccc(NC(=O)c2ccc(NC(=O)Cc3n[nH]c(=O)c4ccccc34)cc2)cc1	-11	0.1	-7	-1	1	12	-2	1.2
CCC(C(=O)Nc1ccc(C)cc1)c1ccccc1 (stereo not drawn)	-26	-0.1	-8	8	1	6	-7	2.9
COc1ccc(N2CCN(C(=O)c3ccc4c(c3)CCN4S(=O)(=O)c3ccccc3)CC2)cc1	-7	0.0	15	-4	-8	14	4	0.4
O=C(N[C@H](C(=O)N1CCC[C@H]1C(=O)NC1CCCC1)c1ccccc1)c1ccccc1	0	0.1	x	-3	-9	20	-2	-1.1
C[C@@H]1CN([C@H](C)CO)C(=O)c2cccc(NC(=O)NC3CCCCC3)c2O[C@@H]1CN(C)S(=O)(=O)c1ccccc1	-2	-0.5	7	-8	-1	26	1	0.1
CCS(=O)(=O)NCC[C@@H]1CC[C@@H](NC(=O)C2CCCC2)[C@@H](CO)O1	6	-0.3	-5	1	2	14	x	-3.3
COc1ccc(C(=O)NCc2nnc(SCC(=O)Nc3ccccc3OC)n2C)cc1	6	0.1	1	-10	-4	-1	7	-0.5
COc1ccc([N+](=O)[O-])c(OC)c1C(=O)NC(=O)Nc1c(F)c(F)c(F)c(F)c1F	-5	0.0	9	19	1	2	-1	2.3
CC(C)NC(=O)Nc1ccc2c(c1)C(=O)N([C@@H](C)CO)C[C@@H](C)[C@H](CN(C)S(=O)(=O)c1cccs1)OCCCC[C@@H](C)O2	12	0.1	-4	-12	-2	-9	-9	-1.2
Cc1ccc(S(=O)(=O)Nc2ccc3c(c2)C(=O)N([C@H](C)CO)C[C@@H](C)[C@H](CN(C)S(=O)(=O)c2ccccc2)O3)cc1	6	0.0	-3	0	4	-7	2	-0.8
C[C@H]1CN([C@@H](C)CO)C(=O)Cc2cc(NS(=O)(=O)c3ccccc3)ccc2O[C@H]1CN(C)Cc1ccc(C(F)(F)F)cc1	25	0.1	-18	x	7	-24	-3	2.0
Cc1noc(C)c1-c1nc(CS(=O)(=O)c2ccc(F)cc2)no1	-4	-0.1	x	-3	2	2	-4	-1.0
Fc1ccc(OCCCCCn2ccnc2)cc1	14	0.1	0	12	2	x	-3	-1.4
O=S(=O)(N[C@@H]1CC[C@H](CCn2cc(-c3ccccc3F)nn2)O[C@H]1CO)c1ccc(Cl)cc1	29	-0.7	6	4	-1	-22	18	0.4
COc1ccc(NC(=O)N(C)C[C@@H]2Oc3ccc(NS(=O)(=O)c4ccc(F)cc4)cc3C(=O)N([C@H](C)CO)C[C@H]2C)cc1	x	0.2	-3	-3	2	10	0	-0.1
COCCN1C(=O)N[C@@H](CCc2ccccc2)[C@H](C(=O)OC)[C@H]1C	-4	0.5	3	3	5	-18	-5	-0.8
CC(Oc1ccc2c(c1)oc(=O)c1ccccc12)C(=O)NCC1CCC(C(=O)O)CC1 (stereo not drawn)	x	x	7	-12	7	1	-5	1.3
Cc1cccc(S(=O)(=O)N2C[C@H]3[C@@H](c4ccccc42)[C@H](CO)N3C(=O)c2ccccc2)c1	20	0.1	6	-2	-3	-11	16	4.8
CCCCc1cc(=O)oc2cc(C)cc(OCC(=O)NCCN3CCOCC3)c12	11	0.1	-1	2	5	11	5	1.9
O=C(N/N=C/c1c(O)n(-c2ccc(Cl)cn2)c(=O)c2ccccc12)C1CC1	5	0.0	68*	x	x	-2	x	x
O=C(COC(=O)Cc1ccc(Cl)cc1Cl)NCCC1=CCCCC1	-3	0.1	-1	-11	5	-11	-5	-1.2
O=C(COc1ccccc1)NC1C(=O)N2C(C(=O)O)=C(Cl)CSC12 (stereo not drawn)	9	0.1	3	0	6	-4	0	-2.7
O=C(O)c1cc(Br)ccc1NN=C1CCCCC1	-14	0.0	-2	-7	-3	-12	3	-1.2
COc1ccc(Cc2nnc(N/N=C(\C)c3ccccc3)[nH]c2=O)cc1OC	-4	0.0	47*	-5	-8	-13	-6	3.8
C[C@@H]1CCCCO[C@@H](CN(C)Cc2ccc(C(=O)Nc3ccccc3N)cc2)[C@@H](C)CN([C@H](C)CO)C(=O)c2cc(NC(=O)Nc3ccccc3)ccc2O1	-22	0.0	-10	42	-6	22	3	0.3
Cn1c(=O)c2[nH]c(=O)[nH]c2n(C)c1=O	x	x	-20	0	4	6	-2	0.1
O=C(C[C@H]1C=C[C@@H](NC(=O)Cc2ccccn2)[C@@H](CO)O1)NCCc1ccccc1	x	0.3	x	-2	4	11	11	1.0
Fc1ccc(NC(=S)Nc2cccnc2)cc1	-14	0.4	-5	-4	0	4	8	0.5
Cc1cccc(Nc2nc(N)nc(CCl)n2)c1C	125*	0.0	x	u	5	x	-21	-6.8
COc1ccccc1C#Cc1cnc2c(c1)C(=O)N([C@@H](C)CO)C[C@H](C)[C@H](CN(C)C(=O)c1ccc3c(c1)OCO3)O2	22	0.6	-1	-18	0	-24	-2	-2.0
C/C(Cc1ccccc1)=N\NC(=O)c1ccccn1	-53	0.0	15	-36	5	2	8	-1.5
COC(=O)c1c(-c2ccccc2OC)sc2cc3c(cc12)OCO3	18	0.7	x	11	0	12	-7	2.2
CNC(=O)C[C@H]1CC[C@@H]2[C@@H](COc3ccc(NC(=O)Nc4cccc(F)c4)cc3C(=O)N2C)O1	-20	0.2	x	-6	x	-1	x	0.5
COC(=O)C1=C(C)NC(=S)NC1c1ccco1 (stereo not drawn)	2	0.0	1	0	4	-14	4	-1.1
COc1cc(-c2nc3ccc4ccccc4c3c3c2CCC3)cc(OC)c1O	-7	0.1	-8	x	x	-30	x	x
Cc1noc(C)c1S(=O)(=O)N(C)C[C@@H]1OCCCC[C@@H](C)Oc2ccc(NS(=O)(=O)c3cn(C)cn3)cc2C(=O)N([C@H](C)CO)C[C@@H]1C	-41	0.2	-13	-3	-2	2	-3	1.5
O=C(NC1CCCCCCC1)C1CCN(S(=O)(=O)N2CCC3(CC2)OCCO3)CC1	x	x	-3	7	0	1	2	-1.7
Continued:
SMILES	PAX8 reporter	Xi reactivation	ARNT-TACC3 inh	EWS-Fli inh	ERp5 inh	GSIS activator	DENV2 CPE	CFTR F508del cor
CCn1c(CN2CCN(Cc3ccc(C)cc3)C(CCO)C2)nc2ccccc21 (stereo not drawn)	4	0.1	0	-2	-3	-3	-3	-0.4
CCOc1ccc(C2CC(c3c(O)c4ccccc4oc3=O)=NN2c2ccccc2)cc1OC (stereo not drawn)	-3	0.9	8	15	-2	28	-4	0.2
COc1ccc(C(=O)N(C)[C@H]2C[C@H]3c4[nH]c5ccccc5c4CCN3C[C@H]2[C@H](C)O)cc1	39	x	x	6	-14	-3	7	2.5
O=C([C@H]1[C@H](CO)[C@H]2Cn3c(ccc(-c4ccccc4)c3=O)[C@@H]1N2Cc1cccnc1)N1CCOCC1	x	0.2	42	0	9	3	-1	x
COc1ccc(NC(=O)c2cccc3c(-c4cnn(C)c4)coc23)cc1	1	0.4	x	-47	6	15	2	5.4
Cc1cc(C)c2cc(N)c(Cl)nc2n1	-5	0.0	x	-8	1	1	-15	-3.7

Screening results (PubChem BioAssay)
